CAL PDZ FP-1: CAL PDZ peptide-binding inhibitors, primary screen, biochemical, fluorescence polarization, Cer-tagged CAL PDZ, HTS; purified CAL PDZ, TMR-peptide fluorescence polarization, 1 h; Golgi-associated PDZ and coiled-coil motif-containing protein (Homo sapiens), Q9HD26; AID 504414, 2011; hit rate 0.02% among 330,000; inhibition, % at 20 µM;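 active = highest replicate inhibition of at least 40%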;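 also: plate controls were DMSO neutral control wells for no effect and unlabeled competitor peptide control wells for full effect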
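Assay system – tagged CAL PDZ protein CerCALP, purified · Timing – 1 h at RT · Compound – single point, 20 µM · Measured by – fluorescence polarization from S- and P-plane intensities, G-factor corrected · Evaluation – inhibition from polarization loss · Probe or stimulus – TMR reporter peptide T*-PRC34 · Buffer or medium – pH 7.4 phosphate-saline buffer, reducing agent, detergent, IgG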
C-LANA FP: inhibitors of KSHV C-LANA binding to DNA, primary screen, biochemical, fluorescence polarization, FAM-LBS DNA, MBP-C-LANA, single point; Kaposi's sarcoma herpesvirus LANA C-terminal domain (residues 932-1162) DNA binding; inhibition, % at 9 µM; hit rate 0.078% among 340,000; AID 504423, 2011;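 active = highest replicate inhibition at or above 60% at 9 µM, even if other replicates fall short; inactive = all replicates below 60% inhibition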;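 also: 0% = neutral control wells and 100% = 4 µM acridine orange control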
SR-BI DiI-HDL act: activators of SR-BI mediated DiI-HDL uptake, primary screen, ldlA[mSR-BI] CHO cells, DiI fluorescence. activation, % at 12.5 µM. 3 h; 100 = double the neutral-control signal. hit rate 0.096% among 320,000. AID 504775, 2011;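 active = mean replicate activation of at least 60% and every replicate at or above 60%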;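 also: 0% = median plate neutral-control signal and 100% = twice that signal; values of inactives mirror those of a sister screen read the other way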
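System: LDL receptor-deficient CHO ldlA cells overexpressing murine SR-BI | Timing: 3 h uptake period with compound, 37 °C | Medium: HEPES-buffered (25 mM, pH 7.4) F12 plus 0.5% BSA | Dosing: Single-point compound dose | Signal: Bottom-read fluorescence, 550/595 nm | Read-out: Retained DiI signal reflecting DiI-HDL uptake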
DAGLB inhibitor: DAGLB lipase inhibitors, primary screen, biochemical, fluorescence, HTS; HEK293T DAGLB membrane lysate, EnzChek fluorogenic substrate; inhibition, % at 5.17 µM; hit rate 0.059% among 340,000; AID 504411, 2011; in the data active = inhibition above about 34%;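 also: 0% = enzyme with vehicle and 100% = wells lacking enzyme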
CAL PDZ FP-2: untagged CAL PDZ binding inhibitors, primary screen, biochemical, fluorescence polarization, HTS; Golgi-associated PDZ and coiled-coil motif-containing protein (Homo sapiens), Q9HD26; AID 602252, 2012; purified CAL PDZ, TMR-peptide fluorescence polarization, 1 h; hit rate 0.92% among 300,000; inhibition, % at 24.9 µM;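 active = mean inhibition of at least 30% with at least half of replicates also reaching 30%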;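 also: 0% = DMSO neutral control and 100% = excess unlabeled competitor peptide PRC23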
cardiac RTF act: cardiac RTF calcium sensitivity activators, primary screen, biochemical, IANBD-TnC fluorescence, EC20 calcium; Troponin I, cardiac muscle (Homo sapiens) + Troponin T, cardiac muscle (Homo sapiens) + …; IANBD-labeled TnC RTF fluorescence at EC20 calcium; 0% EC20 calcium, 100% full calcium; activation, % at 7.2 µM; hit rate 0.24% among 340,000; AID 493008, 2010;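 active = activation above the mean over all tested compounds plus 3 SD, cut at about 30% in these data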;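 also: rise in fluorescence read as greater calcium sensitivity of cardiac thin filaments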
Rtt109 Vps75: inhibitors of C. albicans Rtt109/Vps75 HAT, primary screen, biochemical, ThioGlo CoA-SH fluorescence, plate reader | AID 540336, 2011 | Histone acetyltransferase RTT109 (Candida albicans (strain SC5314 / ATCC MYA-2876)), … | purified Rtt109/Vps75, 4 h | inhibition, % at 34.9 µM | hit rate 0.16% among 330,000;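 active = inhibition of at least 50% in every replicate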
Cardiac RTF inh: cardiac RTF calcium sensitivity inhibitors, primary screen, biochemical, IANBD-TnC fluorescence, EC70 calcium; hit rate 0.12% among 340,000; inhibition, % at 7.15 µM; Troponin I, cardiac muscle (Homo sapiens) + Troponin T, cardiac muscle (Homo sapiens) + …; IANBD-labeled cardiac RTF, Ca2+ fluorescence;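 active = inhibition above the mean inhibition of all tested compounds plus 3 SD, cut at about 17% in these data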;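 also: assay run at fixed EC70 calcium of 1.6 mM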
PKA-R2B activ: activators of PKA-R2B holoenzyme, primary screen, biochemical, fluorescence polarization, Cy5-IP20, human | hit rate 0.079% among 340,000 | activation, % at 11.4 µM | PKA-R2B holoenzyme dissociation; R2B truncated from residue 108, S112A mutant; 0% DMSO only, 100% 113 µM cGMP | cAMP-dependent protein kinase catalytic subunit beta (Homo sapiens) + cAMP-dependent …;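 active = activation above a cutoff set at the mean over all compounds plus 3 SD, cut at about 18% in these data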;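 also: higher means more holoenzyme dissociation and a rise in polarization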
Target sequence (P31323 whole entry, looked up, other chains not shown, the tested form may be a part): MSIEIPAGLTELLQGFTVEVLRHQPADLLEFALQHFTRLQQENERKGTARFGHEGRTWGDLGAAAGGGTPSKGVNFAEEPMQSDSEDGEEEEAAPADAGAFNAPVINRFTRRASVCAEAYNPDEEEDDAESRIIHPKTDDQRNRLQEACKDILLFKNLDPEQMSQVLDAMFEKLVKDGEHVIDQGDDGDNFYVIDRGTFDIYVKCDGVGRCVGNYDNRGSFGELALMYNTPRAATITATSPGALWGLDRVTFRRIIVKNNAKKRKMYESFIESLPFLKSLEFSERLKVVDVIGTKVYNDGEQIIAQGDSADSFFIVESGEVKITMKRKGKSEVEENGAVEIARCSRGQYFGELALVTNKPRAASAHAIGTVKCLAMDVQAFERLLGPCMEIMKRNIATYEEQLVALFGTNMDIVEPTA
Keap1 Nrf2 FP: Keap1-Nrf2 protein-protein interaction inhibitors, primary screen, biochemical, fluorescence polarization, single point; Kelch-like ECH-associated protein 1 (Homo sapiens), Q14145; Keap1 Kelch-Nrf2 peptide fluorescence polarization, 1536-well; inhibition, % at 9.4 µM; hit rate 0.15% among 340,000; AID 504523, 2011; in the data active = inhibition above about 12%;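 also: human Keap1 Kelch domain with fluorescein labeled Nrf2 9mer peptide probe; 0% = neutral control wells and 100% = peptide positive control; higher means more block of Keap1 binding to Nrf2 peptide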
Target sequence (Q14145 whole entry, looked up, the tested form may be a part): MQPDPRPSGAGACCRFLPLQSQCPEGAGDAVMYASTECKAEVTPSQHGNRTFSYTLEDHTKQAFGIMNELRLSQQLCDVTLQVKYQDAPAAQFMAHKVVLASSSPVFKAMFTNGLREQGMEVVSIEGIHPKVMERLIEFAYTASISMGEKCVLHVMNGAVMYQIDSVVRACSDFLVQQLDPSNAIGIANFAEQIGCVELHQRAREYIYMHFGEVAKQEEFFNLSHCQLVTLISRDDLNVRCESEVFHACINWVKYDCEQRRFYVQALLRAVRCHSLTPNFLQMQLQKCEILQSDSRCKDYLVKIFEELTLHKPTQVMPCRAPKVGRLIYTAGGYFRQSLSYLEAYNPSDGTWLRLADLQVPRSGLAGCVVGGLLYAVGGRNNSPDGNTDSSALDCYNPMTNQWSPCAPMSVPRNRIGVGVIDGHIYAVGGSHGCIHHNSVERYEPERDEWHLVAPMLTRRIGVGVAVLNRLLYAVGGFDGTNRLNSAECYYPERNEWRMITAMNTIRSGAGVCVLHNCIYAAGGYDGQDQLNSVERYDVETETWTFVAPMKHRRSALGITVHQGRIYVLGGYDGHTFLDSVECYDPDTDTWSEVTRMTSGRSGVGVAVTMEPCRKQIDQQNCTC
An asterisk follows results filed as active; · = no result given.

SMILES	CAL PDZ FP-1	C-LANA FP	SR-BI DiI-HDL act	DAGLB inhibitor	CAL PDZ FP-2	cardiac RTF act	Rtt109 Vps75	Cardiac RTF inh	PKA-R2B activ	Keap1 Nrf2 FP
C=CCn1c(SCc2cccc(C#N)c2)nnc1-c1ccccc1O	-0.1	0.7	1	-1	0	9	-3	-7	-1	-1
CCOC(=O)c1c(NC(=O)C2=COCCO2)sc2c1CCN(C(=O)OC)C2	-1.2	-0.3	-59	-2	-2	-4	-9	-25	7	1
CC(CCNC(=O)c1ccccc1)(CCNC(=O)c1ccccc1)[N+](=O)[O-]	0.0	-12	-12	-3	-3	-1	1	4	5	-1
Cc1cc(C)nc(NC(=O)CSc2nccc(C)n2)n1	-2.8	0.4	3	3	-2	13	-3	-24	6	-3
COc1ccc(NC(=O)CSc2nnc(Cn3c(=O)sc4ccccc43)n2C)cc1	-0.8	0.1	-16	0	-3	-2	4	-2	-2	-2
O=C(c1cc2ccccc2o1)N1CCN(S(=O)(=O)c2cccs2)CC1	-0.3	4.8	21	-3	-5	-3	-1	-8	5	-3
Cc1cc(OC(C)C(=O)N(Cc2ccco2)C2CCS(=O)(=O)C2)cc(C)c1Cl (centres undefined)	-1.0	-1.3	-4	0	·	0	-4	-4	-20	-2
CCc1cc2cc(OC)ccc2nc1SCC(=O)NNC(=O)c1ccco1	-0.6	-2.1	-48	0	-7	-2	0	-2	-5	-3
CC(=O)[C@@]1(O)C(C)CC2C3C=C(C)C4=Cc5c(cnn5-c5ccccc5)C[C@]4(C)C3C(O)C[C@@]21C (some centres undefined)	0.0	1.5	-57	-7	-2	-10	-1	-5	0	0
COC(=O)c1ccc(CNC(=O)C2CCC(=O)N(Cc3cccc(F)c3)C2)cc1 (centres undefined)	-1.3	-0.1	37	2	-1	-4	-8	-5	-9	0
O=C(CSc1ccc2nnc(CCNC(=O)c3ccccc3)n2n1)NCCc1ccccc1	-0.4	-0.6	24	3	-2	1	-5	-7	5	0
CCCC(=O)n1nc(-c2cccnc2)nc1NCc1ccccc1	-0.4	-1.4	5	-4	0	-3	-5	0	-11	-7
Cc1ccccc1Cn1ccc(NC(=O)c2nn3cccnc3c2Cl)n1	8.1	-0.6	·	-3	3	1	3	-1	-3	-4
O=C(O)/C=C/C(=O)Nc1ccc(OCc2ccccc2)cc1	-1.9	-0.3	·	0	-7	4	4	-9	-3	-4
COCCn1c(-c2cccc(Br)c2)nc2c(c(=O)c3ccccc3n2C)c1=O	-6.7	-4.1	-21	0	·	2	-4	-12	4	6
CCN(Cc1ccccc1)C(=O)c1oc2ccc(S(=O)(=O)N3CCOCC3)cc2c1C	-2.7	0.0	17	-4	-1	1	0	-7	-1	-3
COC(=O)c1ccc(CNC(=O)COC(=O)C2CC3C=CC2C3)cc1 (centres undefined)	·	0.1	10	2	3	1	-2	-4	-1	-2
CN(C)c1cccc(C(=O)NNC(=S)NC2CC3CCC2C3)c1 (centres undefined)	0.4	1.3	-2	0	-2	-1	1	3	-2	1
CC(=O)c1ccc(NC(=O)N2C3CCC2CC(O)(c2cccnc2)C3)cc1 (centres undefined)	-3.0	0.1	11	-3	-1	4	-4	-4	2	2
CN1CCN(C(=S)SCC(=O)Nc2nc(-c3ccccc3)c(-c3ccccc3)o2)CC1	-1.9	-0.6	7	-1	1	-2	5	1	0	-7
O=C(COc1ccc(S(=O)(=O)N2CCOCC2)cc1Cl)N1CCCC1	-1.4	0.5	·	1	-2	-1	-17	-3	6	-1
O=C(COC(=O)COc1cccc(F)c1)NCC1CCCCC1	0.1	-1.1	14	-3	-1	1	2	-3	-1	5
O=[N+]([O-])c1ccc(-c2nnc(-c3ccccc3)c(N3CCOCC3)n2)cc1	·	0.2	51	1	-3	10	-14	2	-4	0
C#CCOc1ccc(/C=N/NC(=O)c2cccnc2)cc1OCC	-1.8	0.1	22	-2	·	10	-6	-4	1	-3
CSc1nc(-c2ccccc2)nc(SC)c1C(C)=O	-2.0	-2.4	-26	-16	-2	4	-3	1	-11	1

Next structures
SMILES	CAL PDZ FP-1	C-LANA FP	SR-BI DiI-HDL act	DAGLB inhibitor	CAL PDZ FP-2	cardiac RTF act	Rtt109 Vps75	Cardiac RTF inh	PKA-R2B activ	Keap1 Nrf2 FP
COCCCN=CC1=C(O)CC(c2ccccc2)CC1=O (centres undefined)	-2.8	2.9	13	-2	4	-5	4	2	8	-4
CCCn1c(CCNC(=O)c2ccco2)nc2ccccc21	-2.4	-0.2	·	-2	-2	3	13	3	-6	-7
CC(C)(C)c1ccc(NC(=O)COC(=O)C2=COCCO2)cc1	-1.4	0.0	·	-2	-1	-7	5	-6	4	3
CCN(CC)S(=O)(=O)c1ccc2oc(SCC(=O)NCc3ccccc3)nc2c1	·	0.9	·	-3	-2	0	-14	0	-3	0
Nc1cccc(Oc2ccc3c(c2)C(=O)NC3=O)c1	-0.7	0.6	15	3	-3	-7	-6	5	-17	-2
CCCCCCSc1cc(-c2nc3cc(C)ccn3c2NC2CCCCC2)ccc1OC	0.0	-1.6	-4	-10	0	3	2	-2	-9	-9
COc1ccc(C(=O)COC(=O)Cn2c(C)csc2=O)c(OC)c1	-1.7	-0.5	19	3	-1	6	-4	-13	2	1
CCc1ccc(CCC(=O)Nc2ccc(S(N)(=O)=O)cc2)o1	·	4.0	-8	3	-2	8	2	1	-3	-1
Cc1ccc(C(=O)NC(=S)Nc2ccc(NC(=O)c3cccs3)cc2)cc1[N+](=O)[O-]	0.5	0.8	-48	0	1	1	-2	-9	-8	3
CCOC(=O)N1CCN(c2nc3ccccc3n3cnnc23)CC1	0.3	-0.1	·	-2	-5	-1	4	-2	-2	2
CC(C)(C)NC(=O)C[n+]1ccc(C(N)=O)cc1	-0.8	0.3	5	2	3	-7	-4	-3	-12	-1
CCOc1cc(/C=N/NC(=O)c2ccncc2)cc(Cl)c1OS(C)(=O)=O	-4.1	-1.3	-31	0	54*	-3	-11	-16	9	1
Cc1c2c(nc3ccccc13)OCC2	-3.5	0.1	-11	-2	-1	-3	-4	1	-9	4
CCC(C)(C(=O)NC1CCCCC1)N(C(=O)c1ccccn1)c1ccc(C)cc1 (centres undefined)	-0.7	2.3	0	-2	0	2	8	-12	-2	-3
Cc1sc(NC(=O)c2ccco2)c(C(c2cccnc2)N2CCN(C)CC2)c1C (centres undefined)	-2.9	3.1	11	-1	-2	1	2	-12	2	-2
Cc1cc(F)ccc1NC(=O)C(C)n1c2ccccc2c2nc(=O)cc(C)n21 (centres undefined)	0.5	-0.8	5	-1	-6	9	2	7	8	-4
COC(=O)[C@@]12CCCCN1[C@H](c1ccc(-c3ccc(Cl)c(Cl)c3)c(OC)c1)[C@@H]1C(=O)N(C)C(=O)[C@@H]12	0.8	16	-9	-2	2	-3	4	-1	-10	2
COc1ccc(C(=O)CCS(=O)(=O)c2ccc(C)cc2)cc1	-1.8	0.0	0	0	0	0	-3	-8	0	-22
COc1cc(C2CC(=O)Nc3ccccc3S2)cc(OC)c1OC (centres undefined)	-2.2	1.2	-13	-3	-6	1	4	-7	2	-6
O=C(COC(=O)CNC(=O)c1ccc(-c2ccccc2)cc1)NCc1ccco1	-0.4	-2.3	10	-1	-1	1	-1	-3	1	-5
Cn1c(SCC(=O)Nc2ccccc2Oc2ccccc2)nnc1C1CC1	-1.3	-1.1	-1	-2	-3	-3	-8	-5	-6	4
Cc1ccc(F)c(NC(=O)c2c(-c3ccccc3)noc2C)c1	-3.0	-0.4	-22	-3	0	3	1	-1	0	0
O=C(NCC1CCCCC1)C1(CC2CC(c3cccc(Br)c3)=NO2)CCNCC1 (centres undefined)	-1.5	-1.9	29	-1	6	-4	-3	-11	-5	-5
CC(C)(C)OC(=O)NCCCCCC(=O)N/N=C/c1coc2ccccc2c1=O	0.9	-0.5	11	3	-2	9	2	-14	-5	-9
O=c1onc(-c2cccnc2)n1-c1ccccc1F	-0.3	0.7	14	0	0	3	12	-8	-3	-2

(cont.)
SMILES	CAL PDZ FP-1	C-LANA FP	SR-BI DiI-HDL act	DAGLB inhibitor	CAL PDZ FP-2	cardiac RTF act	Rtt109 Vps75	Cardiac RTF inh	PKA-R2B activ	Keap1 Nrf2 FP
Brc1ccc(-c2cnc3n2CCCC3)cc1	0.0	2.1	20	-2	-5	1	10	-2	3	-2
O=C(NC(Cc1ccc(O)cc1)C(=O)O)c1ccc2c(c1)OCO2 (centres undefined)	0.7	-1.0	8	1	-7	-6	8	-2	-1	-4
CC(=O)CSc1nnc(Cc2ccc3c(c2)OCO3)o1	-0.7	-2.2	17	0	-1	7	2	-3	-3	0
O=S(=O)(NCc1ccc(Cl)cc1Cl)c1cccs1	-0.8	1.0	-12	-4	-1	0	-3	-7	-4	-4
CCCCc1nc2n[nH]c(N)c2c2c1CSC(C)(C)C2	·	8.6	-4	3	2	-4	4	-6	2	1
O=C(CN1CCN(Cc2ccc(Cl)cc2)CC1)N/N=C/c1cccs1	-0.1	2.0	0	1	·	7	4	-3	-2	-7
CCN1C(=O)[C@H]2[C@@H](c3ccc(OC)cc3)N3C(=O)CN(CC4CC4)C(=O)[C@@]3(C)[C@H]2C1=O	0.1	1.4	28	-2	-6	1	4	-13	-3	0
Cc1ccc(N2C(=O)CC(Cc3ccc(Cl)cc3)C2=O)cc1 (centres undefined)	1.0	1.1	4	-3	-3	-10	0	-2	-4	-1
Nc1cc(N)nc(SCC(=O)c2ccccc2)n1	-0.8	-0.7	-16	1	-4	-6	-15	-6	-9	1
COc1cc(C(=O)n2nc(C)cc2C)cc(OC)c1OC	-0.7	1.0	0	1	-6	-1	1	-6	0	-2
Cn1c(=O)n(-c2cccc(Cl)c2)c(=O)n1C	0.5	-1.1	18	0	1	-2	-5	-17	-4	-4

A few values from the results shown.
Under CAL PDZ FP-2, COc1cc(C2CC(=O)Nc3ccccc3S2)cc(OC)c1OC (centres undefined) shows -6
Under C-LANA FP, CCCCc1nc2n[nH]c(N)c2c2c1CSC(C)(C)C2 shows 8.6

Source: PubChem (several laboratories)
